# LYPLA2 counter: blocks human lysophospholipase 2, a PME1 counter-screen | O95372 | recombinant LYPLA2, FP-Rh probe fluorescence polarization | inhibition, % at 5.9 µM | hit rate 0.38% among 320,000;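 active = inhibition above the screen-wide mean plus 3 SD, limit set per campaign, cut at about 26% in these data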;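 also: 0% = LYPLA2 with DMSO and 100% = wells lacking LYPLA2 enzyme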
# PAD4 FP inh: PAD4 (human) enzyme inhibition. inhibition, % at 6.36 µM. Q9UM07. recombinant PAD4, RCA probe fluorescence polarization. hit rate 0.41% among 330,000;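 active = percent inhibition above a cutoff equal to the mean of all tested compounds plus 3 SD, cut at about 15% in these data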;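 also: 0% = PAD4 with RCA probe and DMSO and 100% = probe without PAD4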
# Target sequence (Q9UM07 whole entry, looked up): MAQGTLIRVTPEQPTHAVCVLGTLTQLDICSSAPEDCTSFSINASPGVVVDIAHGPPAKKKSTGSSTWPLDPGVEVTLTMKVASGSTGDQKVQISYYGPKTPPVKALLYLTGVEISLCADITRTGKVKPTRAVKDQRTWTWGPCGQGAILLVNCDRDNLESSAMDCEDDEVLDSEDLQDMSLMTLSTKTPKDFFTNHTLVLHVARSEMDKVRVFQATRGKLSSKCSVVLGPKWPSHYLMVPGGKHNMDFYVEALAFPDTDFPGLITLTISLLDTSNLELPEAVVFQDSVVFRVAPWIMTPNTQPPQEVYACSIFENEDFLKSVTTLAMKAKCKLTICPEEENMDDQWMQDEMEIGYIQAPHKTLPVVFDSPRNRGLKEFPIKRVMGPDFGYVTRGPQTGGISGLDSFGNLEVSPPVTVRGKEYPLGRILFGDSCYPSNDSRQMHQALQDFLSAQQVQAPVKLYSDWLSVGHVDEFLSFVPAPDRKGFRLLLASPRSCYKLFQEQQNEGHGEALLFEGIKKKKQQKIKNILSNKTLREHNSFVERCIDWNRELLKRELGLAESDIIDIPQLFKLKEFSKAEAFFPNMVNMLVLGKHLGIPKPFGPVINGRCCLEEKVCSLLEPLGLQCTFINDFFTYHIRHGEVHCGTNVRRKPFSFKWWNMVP
# PAFAH1B3 inh: inhibitors of human PAFAH1B3 | recombinant PAFAH1B3, FP-rhodamine probe, fluorescence polarization | Q15102 | inhibition, % at 3.39 µM | hit rate 0.28% among 340,000;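 active = inhibition above the screen-wide average of all tested compounds plus 3 SD, cut at about 25% in these data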;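 also: 0% = enzyme with DMSO only and 100% = wells lacking PAFAH1B3 protein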
# PME-1 primary: PME-1 (human) inhibition; recombinant PME-1, FP-Rh probe fluorescence polarization; hit rate 0.53% among 320,000; inhibition, % at 5.9 µM; Q9Y570;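 active = inhibition above the campaign mean of all compounds plus 3 SD, cut at about 26% in these data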;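 also: competitive labeling of PME-1 active site by serine hydrolase directed probe; 0% = PME-1 with DMSO and 100% = wells lacking PME-1 enzyme; inhibitors block probe labeling so polarization falls and inhibition rises; many of its hits are not listed in these tables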
# Target sequence (Q9Y570 whole entry, looked up): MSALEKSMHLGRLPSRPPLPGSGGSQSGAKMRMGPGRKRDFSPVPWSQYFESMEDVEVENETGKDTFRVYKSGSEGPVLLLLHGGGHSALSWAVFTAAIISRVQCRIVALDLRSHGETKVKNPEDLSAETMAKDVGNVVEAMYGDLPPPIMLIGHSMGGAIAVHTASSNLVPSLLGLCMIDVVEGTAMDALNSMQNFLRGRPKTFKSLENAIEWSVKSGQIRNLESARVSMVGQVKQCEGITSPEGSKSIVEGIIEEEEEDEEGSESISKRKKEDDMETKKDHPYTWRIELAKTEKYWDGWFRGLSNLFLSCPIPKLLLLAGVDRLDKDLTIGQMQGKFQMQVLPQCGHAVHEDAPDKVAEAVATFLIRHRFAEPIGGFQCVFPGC
# LYPLA1 inh: counter-screen for PME1 inhibitors: inhibitors of human LYPLA1; O75608; recombinant LYPLA1, FP-Rh probe fluorescence polarization; inhibition, % at 5.9 µM; hit rate 0.16% among 320,000; AID 2174;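 active = inhibition above the mean of all tested compounds plus 3 SD, set per campaign, cut at about 14% in these data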;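 also: inhibitors block serine hydrolase probe labeling of LYPLA1 so polarization falls; 0% = enzyme with DMSO and 100% = wells lacking LYPLA1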
# pPAFAH inh: pPAFAH (human) enzyme inhibition | Q13093 | recombinant pPAFAH, FP-rhodamine probe fluorescence polarization | inhibition, % at 3.39 µM | hit rate 1.5% among 330,000;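 active = inhibition above the mean inhibition across the screen plus 3 SD, cut at about 25% in these data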;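 also: inhibitors block binding of the rhodamine activity-based probe so polarization drops; 0% = enzyme with DMSO and 100% = wells lacking pPAFAH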
# PAFAH2 inh: PAFAH2 (human) inhibition | hit rate 0.99% among 340,000 | recombinant PAFAH2, FP-rhodamine activity probe, fluorescence polarization | inhibition, % at 3.39 µM | AID 492956 | Q99487;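 active = inhibition above the mean over all tested compounds plus 3 SD, cut at about 30% in these data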;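 also: inhibitors block probe labeling of enzyme so polarization drops; 0% = enzyme with DMSO and 100% = wells lacking PAFAH2 protein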
# GSTO1 inh: counter-screen for RBBP9 inhibitors: inhibitors of human GSTO1. P78417. recombinant GSTO1, activity-based probe fluorescence polarization. inhibition, % at 5.96 µM. hit rate 1.1% among 300,000. AID 1974;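 active = inhibition above the campaign mean inhibition plus 3 SD, cut at about 35% in these data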;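 also: 0% = GSTO1-1 with DMSO and 100% = wells lacking GSTO1-1 enzyme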
# PAFAH1B2 FP inh: inhibitors of human PAFAH1B2; recombinant PAFAH1B2, FP-rhodamine activity probe, fluorescence polarization; P68402; inhibition, % at 3.39 µM; hit rate 1.2% among 340,000;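 active = inhibition above the mean of all tested compounds plus 3 SD, cut at about 24% in these data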;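 also: 0% = enzyme with DMSO and 100% = wells lacking PAFAH1B2; many of its hits are not listed in these tables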
# Active calls of the source: *; / = no result given.
# Sequence of screens: PME-1 primary	PAFAH1B2 FP inh	GSTO1 inh	PAD4 FP inh	PAFAH2 inh	pPAFAH inh	PAFAH1B3 inh	LYPLA1 inh	LYPLA2 counter
CCCn1nnnc1NCc1ccccc1OCC
 : 2	5	4	-2	4	4	1	0	4
CCOC(=O)N1CCC(N2C(=O)c3ccc(C(=O)Nc4ccc(OC)cc4)cc3C2=O)CC1
 : 2	2	5	-2	-1	3	0	-1	9
N#CCC(=O)c1sccc1-n1cccc1
 : -19	11	12	-6	3	34*	6	-5	1
CCc1nnc(NC(=O)C2CCN(C(=O)NC3CCCCC3)CC2)s1
 : 2	5	0	2	-2	0	3	2	8
COc1ccc(C2C(C#N)=C(C)NC(C)=C2C(=O)OC(C)C)c(OC)c1 (stereo not given)
 : 1	3	2	-1	0	12	9	0	-4
O=C(O)CC(SCC(=O)NC1CCCc2ccccc21)C(=O)O (stereo not given)
 : 2	4	-2	-3	-1	8	3	0	-1
COc1ccc(OC)c(C2C(C(=O)c3ccc(C)o3)=C(O)C(=O)N2CCN2CCOCC2)c1 (stereo not given)
 : -3	4	7	-6	-2	-3	9	-2	-3
O=C(N/N=C\c1cccnc1)c1ccc(Cl)cc1Cl
 : -4	4	-10	-4	3	5	1	-2	-2
CCOc1ccc(NC(=O)N(c2ccccc2)c2ccccc2)cc1
 : -1	11	21	-2	1	4	5	2	1
CCCN1CCN(C(=O)c2cc(COc3ccc4ncccc4c3)on2)CC1
 : -6	0	-6	3	-3	-2	-3	0	7
CCOC(=O)c1c(S(=O)(=O)NCCc2ccc(OC)c(OC)c2)c(C)n(C)c1C
 : -6	0	3	2	0	1	3	0	-6
COc1ccc(N(CC(O)CN2CCCCC2)S(=O)(=O)c2ccc(C)cc2)cc1 (stereo not given)
 : 1	3	-3	-6	-8	-6	2	1	5
O=C(COc1ccc(C2SCCS2)cc1)NNC(=O)C(Cl)Cl
 : -1	13	17	1	8	11	5	6	6
CCOC(CNC(=O)c1ccc2c(c1)nc(C)n2-c1cccc(F)c1)OCC
 : 3	1	5	2	5	2	4	1	6
N/C(=N\OC(=O)CCC1CCCC1)c1ccc([N+](=O)[O-])cc1
 : -1	29*	-2	-4	13	7	4	-1	8
CN(C)CCCN1CC(C(=O)O)CC1=O (stereo not given)
 : -1	8	-1	-1	2	2	-1	0	6
O=C(Nc1ccccc1C(=O)N1CCOCC1)c1noc2c1CCCC2
 : 3	-1	-2	-4	-5	8	4	-2	5
O=C(N/N=C\c1cc([N+](=O)[O-])ccc1N1CCCC1)c1ccccn1
 : 3	2	5	-1	-6	5	5	3	10
COc1ccc(OC)c(CNC(=O)CCc2nc(-c3cccs3)no2)c1
 : 4	6	-1	-1	5	-3	7	1	0
O=[N+]([O-])c1ccccc1CN1CCN(c2ncccn2)CC1
 : 2	5	3	-1	3	6	11	2	0
Cc1cc(C)cc(SCc2noc(C(=O)NCCCN3CCOCC3)c2C(=O)NCCCN2CCOCC2)c1
 : 7	3	5	1	9	2	0	-1	-1
CC1CN(C)C(C)c2c1oc1ccc([N+](=O)[O-])cc21 (stereo not given)
 : -4	0	12	-1	3	3	6	0	2
CCOC(Cn1c(SCC(=O)Nc2cc(C)on2)nc2ccccc2c1=O)OCC
 : -7	1	-3	-2	2	-1	5	1	8
CC(C)C(C)NC(=O)COc1ncnc2sccc12 (stereo not given)
 : 5	2	1	-1	2	-1	3	-4	-9
c1cncc(-c2nnc(-c3cccs3)o2)c1
 : 1	-8	-4	1	6	2	4	-6	-3
O=C(OCc1nc2ccccc2[nH]1)C1CCCCC1
 : -8	-1	-2	-6	60*	-3	-3	2	1
O=C(CCCCCCN1C(=O)c2ccccc2C1=O)NC1CCCCC1
 : 3	0	-1	5	-5	3	4	-1	1
NS(=O)(=O)c1ccc(NC(=S)NC(=O)c2ccc(Br)o2)cc1
 : 0	-3	2	-2	-1	-3	8	-4	-1
O=C(C=C1NCCN1)c1ccccc1
 : -5	/	1	4	/	6	/	3	9
CCN(CC)S(=O)(=O)c1ccc(NC(=O)COc2c(OC)cccc2OC)cc1
 : 8	4	0	-2	3	6	-1	1	5

# Sequence of screens: PME-1 primary	PAFAH1B2 FP inh	GSTO1 inh	PAD4 FP inh	PAFAH2 inh	pPAFAH inh	PAFAH1B3 inh	LYPLA1 inh	LYPLA2 counter
COc1cccc(C(=O)C(C#N)=C(SC)SC)c1
 : 4	4	-3	-2	2	-1	2	3	1
CCOC(=O)C1=C(C)N(C)C(=S)NC1c1ccccc1 (stereo not given)
 : 1	4	5	0	3	1	-1	-3	-8
CCCOc1ccc(/C=N/NC(=O)CSc2ccccn2)cc1OC
 : 5	3	-6	2	9	7	6	1	6
Cc1cc(C)nc(N(C#N)Cc2ccc(Br)cc2)n1
 : 1	8	0	0	-2	-7	4	4	1
Cc1ccc(NC(=O)CSCC(=O)N(C)CC(=O)Nc2cccc(F)c2)cc1
 : 0	8	-1	-2	-1	6	5	5	4
Cc1ccc(NC(=O)c2ccccc2NC(=O)c2cccnc2)cc1
 : -7	5	-8	-4	5	-10	3	-3	1
N#C/C(=C/c1cn[nH]c1-c1ccc(Br)cc1)C(=O)O
 : 1	30*	-4	-4	8	9	18	0	1
COc1ccc(CNC(=O)C(=O)NCc2cccnc2)cc1
 : -2	-2	6	-1	-4	17	5	0	4
O=C(CCc1nc2ccccc2[nH]1)Nc1ccccc1F
 : 0	2	5	-3	-1	-7	0	-2	4
CCn1c(SCC(=O)N2CCOCC2)nnc1C(C)NC(=O)c1ccccc1 (stereo not given)
 : 5	5	3	7	2	3	4	0	2
Cc1cnc(C(=O)OCC(=O)NCc2ccccc2)cn1
 : -7	-3	5	-2	3	-9	1	1	-3
O=C(COC(=O)CCc1c[nH]c2ccccc12)NCc1ccc2c(c1)OCO2
 : 1	6	2	-3	5	10	-3	2	2
O=C(NCc1ccccc1)N1CCn2c(nc3ccccc32)C1
 : 1	2	10	-8	7	2	0	1	0
CCN(CC)C(=N)N1c2ccccc2CCC1C (stereo not given)
 : 7	-1	-2	0	4	-3	1	2	3
CCCc1nnc(NC(=O)Cn2cnc3ccccc3c2=O)s1
 : -4	-1	-6	-1	1	2	5	-3	3
Cc1cc(C)cc(N(CC(=O)N2CCC(C)CC2)S(C)(=O)=O)c1
 : -1	3	3	-1	6	-1	3	1	1
Cc1cnc(C(=O)OCC(=O)Nc2ccc(C)c(S(=O)(=O)N3CCOCC3)c2)cn1
 : /	3	/	-1	-1	-4	14	/	/
O=C(NCCc1ccc(Cl)cc1)c1cccnc1
 : 4	14	4	-6	-7	4	-8	4	6
COc1ccc(-n2nc(C(=O)NCC(=O)N3CCN(c4ccccc4F)CC3)c3ccccc3c2=O)cc1OC
 : -7	0	6	4	-7	-6	-3	0	3
N/C(Cc1cccs1)=N\OC(=O)COc1ccccc1Cl
 : 2	6	-9	1	9	10	0	-1	5
O=c1c(C(c2ccccc2)c2c(O)nc3n(c2=O)CCS3)c(O)nc2n1CCS2
 : -2	3	0	0	7	4	0	-1	1
O=C(CCn1c(=S)oc2ccccc21)Nc1cc([N+](=O)[O-])ccc1F
 : 3	2	-6	0	2	5	8	0	6
Cc1cc(C(=O)N2CCCC(N3CCN(c4cccc(C(F)(F)F)c4)CC3)C2)c(C)o1 (stereo not given)
 : 1	-3	-5	3	-2	3	-1	4	31*
CCN(CC)S(=O)(=O)c1ccc(NC(=O)c2cnc(C)cn2)cc1
 : 1	0	4	-3	-11	-3	7	0	1
O=C(CCN1C(=O)/C(=C/C=C/c2ccccc2)SC1=S)Nc1ccccn1
 : -5	-1	-2	-6	-17	12	-7	-7	-7
O=C(c1cccs1)N1CCN(c2nc3c(F)cc(F)cc3s2)CC1
 : 1	-2	8	0	4	5	4	-2	2
COc1ccc(Cl)cc1NC(=O)CN(C)CC(=O)NC(C)c1ccccc1 (stereo not given)
 : 17	4	8	5	4	3	-1	5	8
CCN1C(=O)S/C(=C\c2ccc(N3CCOCC3)cc2C)C1=O
 : 4	1	6	2	-11	10	1	2	3
O=C(Nc1ccc(N2C(=O)CCC2=O)cc1Cl)c1cccs1
 : 7	4	-2	-5	0	0	2	-4	2
COc1cccc(OCC(O)CN2CCN(c3ncccn3)CC2)c1 (stereo not given)
 : 1	4	-4	5	1	5	6	-4	-7

# Sequence of screens: PME-1 primary	PAFAH1B2 FP inh	GSTO1 inh	PAD4 FP inh	PAFAH2 inh	pPAFAH inh	PAFAH1B3 inh	LYPLA1 inh	LYPLA2 counter
CC(c1ccccc1)C1C(C#N)=C(N)SC(N)=C1C#N (stereo not given)
 : 2	11	31	-7	3	6	2	0	-2
O=C(CCNS(=O)(=O)c1ccc(Br)s1)N1CCCCC1
 : 5	20	-5	-4	11	3	-1	2	-3
Cc1nn(C)c(Oc2cccc(C(F)(F)F)c2)c1C=O
 : 1	6	4	-3	5	3	-3	-1	-1
CCN(CC)CCNC(=O)Cn1cnc2sc(C)c(S(=O)(=O)N3CCN(c4ccccc4OC)CC3)c2c1=O
 : -7	2	-7	-3	-5	2	-2	0	1
COc1ccc(NC(=O)c2cc(S(=O)(=O)N(Cc3ccccc3)c3ccccc3)ccc2Cl)cn1
 : -20	-7	-5	2	-19	5	-11	-20	-26
CC(NC(=O)CN(C)Cc1cccs1)c1ccccc1 (stereo not given)
 : 2	-1	8	0	9	3	6	-1	4
C=CCN=C1NN=C(c2cc(C)n(CC=C)c2C)CS1
 : 3	2	1	-6	5	10	10	0	-2
CCC(Oc1ccccc1C)C(=O)N1CCCN(C)CC1 (stereo not given)
 : 1	-2	0	-3	-8	-1	6	3	2
O=C(Nc1ccc2c(c1)OCCO2)c1cccc(C(=O)Nc2ccc3c(c2)OCCO3)c1
 : 11	11	-4	-3	-1	7	-1	-3	3
CC(C)(C)n1nnnc1C(c1cccs1)N1CCN(C(=O)c2ccco2)CC1 (stereo not given)
 : -4	0	3	-12	4	-5	11	-2	-1
COc1ccc(CNC(=O)C2CCCN(S(=O)(=O)c3c(C)noc3/C=C/N(C)C)C2)cc1 (stereo not given)
 : 4	9	18	-6	7	5	5	-3	1
Cn1c(=O)oc2cc(S(=O)(=O)NC(Cc3ccccc3)C(=O)N3CCCCC3)ccc21 (stereo not given)
 : 7	8	3	3	1	2	8	5	4
CCCCCCCc1c(O)nc(SCCN(C)C)[nH]c1=O
 : 2	11	14	4	12	3	8	3	4
CCOC(=O)N1CCN(CC(=O)N2c3ccccc3CC2C)CC1 (stereo not given)
 : 3	4	-10	1	0	3	3	-3	-5
Cc1ccc(NC2CCCN(C(=O)c3snnc3C)C2)cc1C (stereo not given)
 : 2	4	-3	-2	-5	-2	0	-2	-1
COc1ccc(-n2nc(C(C)=O)c(=O)[nH]c2=O)cc1
 : -5	-3	7	-6	-5	2	-3	-2	3
CC(=O)c1cc(C#N)c(Oc2ccccc2)nc1C
 : -5	8	-4	1	6	3	6	-1	-5
O=C(OCc1nc2ccccc2s1)C1CCN(C2=NS(=O)(=O)c3ccccc32)CC1
 : 3	5	4	-3	3	-2	2	2	11

# Source: PubChem BioAssay

# A portion of the library; rates above refer to the full screens.
